Glyco luc inh – increase of ERlucT glycosylation luciferase signal, primary screen, N-linked glycosylation inhibitor project, D54 ERlucT cells, luminescence, set 2. AID 588692, 2011. D54 ERlucT glycosylation luciferase reporter, 24 h; percent of 100 nM tunicamycin response. 360,000 compounds, 0.23% hits. reporter increase, % at 12.5 µM;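 active = mean luciferase reporter signal, scaled so untreated is 0 and the glycosylation-blocking control 100, at or above a set limit in every replicate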;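 also: luciferase carries N-glycosylation sites so blocking glycosylation raises the light; 0% = median of neutral control wells and 100% = median of 100 nM tunicamycin wells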
Vif inh – HIV Vif self-association inhibitors, primary screen, imaging, HEK293T, single point. AID 602346, 2012. inhibition, % at 7.49 µM. 340,000 compounds, 0.35% hits. HEK293T cells, Vif self-association by quenched fluorescence, 24 h; in the data active = inhibition above about 50%, passing the limit was not always enough; also: some results filed as inactive read as strong as hits
ABCB6 inh MLPCN – ABCB6 transporter inhibitors, primary screen, K562-ABCB6 cells, flow cytometry, MLPCN library | ATP-binding cassette sub-family B member 6 (Homo sapiens), Q9NP58 | K562-ABCB6 porphyrin accumulation, 1 h; hits give low values | fluorescence ratio to DMSO, % at 10 µM | 360,000 compounds, 0.19% hits | AID 602162, 2011;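 active = fluorescence ratio to DMSO below 75%, the collection mean minus 3 SD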;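 also: signal is porphyrin accumulated inside mitochondria; 100% equals median channel fluorescence of DMSO control wells; lower ratio means ABCB6 inhibition with less porphyrin fluorescence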
MC4R antagonist – MC4R antagonists of cAMP signaling, primary screen, cell-based, TR-FRET, antagonist arm of biased-ligand search; inhibition, % at 6.5 µM; Melanocortin receptor 4 (Homo sapiens), P32245; MC4R-expressing cells, MTII-stimulated cAMP, LANCE TR-FRET; 360,000 compounds, 0.48% hits;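 active = inhibition above its plate's cutoff, the mean of tested wells on that plate plus 3 SD, cut at about 29% in these data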;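 also: 0% = Melanotan II alone and 100% = Melanotan II plus saturating MCL0020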
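System: U2OS-MC4R stable cell line; Technique: Eu-cAMP/anti-cAMP TR-FRET, emission 671 nm; Repeats: single well per compound; Also added: Melanotan II; Dosing: one concentration, 6.5 µM nominal; Schedule: 30-min compound, 1-h challenge, 1-h detection, room temperature.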
MC4R barr agon – MC4R agonists recruiting beta-arrestin, primary screen, cell-based, luminescence, agonist arm of biased-ligand search. Melanocortin receptor 4 (Homo sapiens), P32245. AID 540308, 2011. U2OS MC4R beta-arrestin complementation; percent of melanotan II response, DMSO zero. activation, % at 8.9 µM. 360,000 compounds, 0.98% hits;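 active = activation above a per-plate cutoff, the mean activation of sample wells on that plate plus 3 SD, cut at about 8% in these data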
Exocytosis inh – LAMP-1 surface exposure blockers, TALL-104 cells – cell-based, flow cytometry, MLPCN library, primary screen | 360,000 compounds, 0.66% hits | inhibition, % at 10 µM | TALL-104 LAMP-1 surface exposure; cells stimulated with thapsigargin and PMA;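 active = inhibition above about 55%, limit read from the data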
TLR9-MyD88 inh – inhibitors of TLR9-MyD88 association in cells, primary screen, cell-based, CHO, BLA complementation, fluorescence; CCF4 FRET ratio; 340,000 compounds, 0.21% hits; inhibition, % at 4.98 µM; AID 504734, 2011;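 active = inhibition above the mean over all tested compounds plus 3 SD, cut at about 21% in these data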;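 also: 0% = DMSO only wells and 100% = clavulanate BLA inhibitor control wells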
Target sequence (Q99836 whole entry, looked up): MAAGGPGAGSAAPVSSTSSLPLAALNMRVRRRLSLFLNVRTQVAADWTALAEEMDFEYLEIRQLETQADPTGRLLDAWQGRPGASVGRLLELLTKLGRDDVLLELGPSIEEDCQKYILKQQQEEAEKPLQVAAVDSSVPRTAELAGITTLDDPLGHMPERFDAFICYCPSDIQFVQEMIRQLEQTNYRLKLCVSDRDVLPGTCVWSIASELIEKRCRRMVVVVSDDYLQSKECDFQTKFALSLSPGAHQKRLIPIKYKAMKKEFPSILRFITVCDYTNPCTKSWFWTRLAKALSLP
Target sequence (Q9NR96 whole entry, looked up): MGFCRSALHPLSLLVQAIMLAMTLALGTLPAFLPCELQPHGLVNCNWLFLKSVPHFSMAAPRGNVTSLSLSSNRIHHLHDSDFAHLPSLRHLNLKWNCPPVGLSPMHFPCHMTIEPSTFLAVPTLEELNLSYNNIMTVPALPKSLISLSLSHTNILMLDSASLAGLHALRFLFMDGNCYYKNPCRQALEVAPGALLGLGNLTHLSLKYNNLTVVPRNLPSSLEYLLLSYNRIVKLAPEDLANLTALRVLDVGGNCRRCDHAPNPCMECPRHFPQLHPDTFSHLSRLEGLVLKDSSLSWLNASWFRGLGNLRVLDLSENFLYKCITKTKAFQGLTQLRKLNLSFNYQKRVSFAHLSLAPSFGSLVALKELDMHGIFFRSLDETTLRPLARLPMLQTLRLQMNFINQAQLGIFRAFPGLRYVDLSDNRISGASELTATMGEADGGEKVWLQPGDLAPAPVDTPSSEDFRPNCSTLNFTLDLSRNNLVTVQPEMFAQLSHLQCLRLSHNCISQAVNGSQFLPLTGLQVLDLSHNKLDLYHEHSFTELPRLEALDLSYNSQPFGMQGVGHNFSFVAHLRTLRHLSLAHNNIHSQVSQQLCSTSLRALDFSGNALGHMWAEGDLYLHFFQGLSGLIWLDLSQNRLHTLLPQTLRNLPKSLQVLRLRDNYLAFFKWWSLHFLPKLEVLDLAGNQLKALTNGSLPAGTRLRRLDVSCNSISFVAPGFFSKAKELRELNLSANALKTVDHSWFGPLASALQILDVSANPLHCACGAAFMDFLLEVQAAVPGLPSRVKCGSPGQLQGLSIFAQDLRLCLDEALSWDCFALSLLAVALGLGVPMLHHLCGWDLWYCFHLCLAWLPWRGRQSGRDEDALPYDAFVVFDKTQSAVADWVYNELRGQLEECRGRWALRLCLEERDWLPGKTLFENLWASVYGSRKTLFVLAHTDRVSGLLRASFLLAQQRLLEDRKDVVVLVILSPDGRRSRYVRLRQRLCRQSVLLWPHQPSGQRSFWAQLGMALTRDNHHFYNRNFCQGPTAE
NOD2-RIPK2 inh – NOD2-RIPK2 binding disruptors in cells, primary screen, fluorescence, CHO cells, BLA complementation. CCF4 ratio. inhibition, % at 4.98 µM. 360,000 compounds, 0.38% hits. AID 624267, 2012; in the data active = inhibition above about 21%;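 also: 0% = vehicle only and 100% = reference blocker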
aDG glyco up – activators of alpha-DG glycosylation, primary screen, uHTS, Pro5-aDG cells, AlphaScreen. alpha-DG glycosylation AlphaScreen (IIH6); 0% Pro5, 100% B10-LARGE cell signal. activation, % at 10 µM. 360,000 compounds, 0.22% hits. AID 624168, 2012;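 active = activation of at least 8% versus controls, or a plate z-score of at least 8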;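 also: Pro5 are CHO cells carrying HIG-tagged alpha-DG that lacks glycosylation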
ABHD5 PLIN5 PPI – ABHD5-PLIN5 interaction inhibitors, primary screen, cell lysate, split luciferase complementation, luminescence | Split G. princeps luciferase complementation, 4 h | Perilipin-5 (Homo sapiens) + 1-acylglycerol-3-phosphate O-acyltransferase ABHD5 (Homo … | inhibition, % at 4 µM | AID 602281, 2012 | 360,000 compounds, 0.78% hits;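 active = inhibition above the mean inhibition across every tested compound plus 3 SD, cut at about 22% in these data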;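 also: 0% = DMSO only wells and the 100% control is not disclosed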
An asterisk follows results filed as active; . = no result given.

Glyco luc inh,Vif inh,ABCB6 inh MLPCN,MC4R antagonist,MC4R barr agon,Exocytosis inh,TLR9-MyD88 inh,NOD2-RIPK2 inh,aDG glyco up,ABHD5 PLIN5 PPI,SMILES
3,-20,87,-8,0.5,0,6,0,0.0,1,COC(=O)c1ccc2c(=O)n(CCCCCC(=O)NCc3ccccn3)c(=O)[nH]c2c1
-1,-8,97,-4,-0.9,-1,-2,1,-0.1,6,O=C(Nc1ccccc1C(F)(F)F)NC1CCCCC1
2,-1,95,17,0.6,1,-11,14,0.0,-8,COc1ccccc1NC(=O)N1c2ccccc2NC(=O)CC1C (configuration not stated)
1,.,97,12,-2.8,2,1,-9,-0.2,5,O=C(Nc1nccs1)c1ccc2c(c1)C(=O)N(Cc1cccnc1)C2=O
-2,6,96,-5,-0.2,-2,2,-4,0.0,1,COc1ccc(OCC(O)CNC(=O)Nc2cccc3ccccc23)cc1 (configuration not stated)
-2,-2,99,12,-1.1,-4,0,12,0.1,-1,COC(=O)Cc1ccc(NC(=O)c2ccc(C)c(C)c2)cc1
5,-3,100,-28,1.9,0,-6,4,-0.4,6,CCOC(=O)c1c(C)nc2sc3c(=O)[nH]cnc3c2c1-c1ccc(OC)cc1
-1,4,107,1,2.9,10,-5,-1,-0.1,-5,COc1ccc(/C=C2\SC(=O)N(CC(=O)NNC(=O)c3ccccc3O)C2=O)cc1
-2,10,103,1,-0.6,3,-7,0,0.3,5,CCN1CCN(C(=O)CS(=O)(=O)Cc2nc(-c3ccccc3C)oc2C)CC1
0,5,98,14,-0.3,-3,-1,-6,0.0,-4,Nc1cc(N)nc(CS)n1
2,5,100,-2,-0.6,-3,8,1,0.0,3,COc1ccc(C(=O)CSc2nnc(CNC(=O)c3ccc(OC)c(OC)c3)n2C)cc1
0,7,100,-2,-0.8,-1,-9,5,-0.4,3,CC(C)(C)C(=O)Nc1ccccc1C(=O)Nc1cccnc1
-1,.,100,5,0.7,0,.,-5,-0.3,10,CN(C)C(=O)c1ccc(Cc2cn(C)c3ccccc23)nc1
3,27,103,7,-1.8,-3,3,3,-0.1,0,O=C(NC1CCCCC1)c1cccnc1C(=O)O
-5,.,103,-3,0.5,0,.,-9,0.5,3,CC1(C(=O)NCc2ccccc2Br)CCN1Cc1ccccc1OC(F)F (configuration not stated)
0,13,103,-1,-1.1,-1,2,2,0.0,2,COc1cc(/C=N\N=C2/SC(CC(=O)O)C(=O)N2c2ccc(O)cc2)ccc1O (configuration not stated)
-1,14,101,-2,7.3,-3,-5,1,0.2,1,Cc1ccccc1CN1CCN(C/C=C/c2ccccc2)CC1
2,-5,100,14,1.9,-6,-5,0,-0.6,-1,Cc1cc(C)c(NC(=O)C2CCC(=O)N2)c(C)c1 (configuration not stated)
-2,-2,104,7,-0.1,-3,-9,-6,-0.1,-5,Cc1cc(NC(=O)COC(=O)c2ccccc2NCCO)no1
-2,15,107,1,-2.7,-2,1,-11,-0.2,-4,Cc1ncc(CSc2nc3ccccc3[nH]2)c(N)n1
-2,-10,128,0,1.0,5,-14,-7,-0.2,3,CCOC(=O)C1=C(N)Oc2cc(C)n(CCc3ccc(OC)c(OC)c3)c(=O)c2C1c1cccnc1 (configuration not stated)
0,-5,125,12,-1.6,-8,1,-6,0.6,-7,CCN1c2ccccc2N(C)C1(C)c1ccccc1 (configuration not stated)
-5,-3,92,3,-2.2,-6,-5,-1,0.0,0,N#CC(c1ccccc1)C(CC(=O)c1ccccc1)c1ccccc1 (configuration not stated)
-2,-5,95,8,4.8,2,6,4,1.5,10,C=CCc1cc(Cl)ccc1OCCOCCNC(C)CC (configuration not stated)
1,-3,96,4,0.5,88*,6,-10,0.3,6,COc1ccccc1/C=C1\SC(=S)N(CCC(=O)NCCc2ccc(O)cc2)C1=O
2,0,103,-1,-2.9,0,-10,-1,-0.4,-28,CCOc1cc(/C=C2/C(=O)N(c3ccccc3)N=C2C)ccc1OC(=O)c1ccco1
-1,-4,102,1,-2.0,-2,0,1,0.8,-7,COc1ccc(-n2cnc3scc(-c4ccccc4)c3c2=O)cc1
-2,-1,98,15,-2.8,2,3,12,0.7,2,O=C(NCCc1ccccc1)Nc1cccc(Cl)c1
-4,-4,97,24,2.2,5,-9,3,0.0,0,Cc1ccc2c(c1)C(c1ccc(F)cc1)N(C(=O)c1ccccc1Br)CC(=O)N2 (configuration not stated)
2,-3,99,11,-0.9,-4,-4,8,0.4,0,CCc1ccccc1N1CC(C(=O)N2Cc3ccccc3CC2C(N)=O)CC1=O (configuration not stated)
-3,1,79,-1,1.6,2,-1,-2,0.0,11,COc1ccc(CCNC(=O)C2CCN(Cc3nc(-c4ccccc4F)oc3C)CC2)cc1OC
-1,1,100,14,-0.7,4,.,-17,-0.1,0,O=S1(=O)CC2NC(=S)N(c3cccc(Br)c3)C2C1 (configuration not stated)
0,6,100,3,-1.0,4,-2,-6,0.0,-3,CC(C)(C)C(=O)NC(=S)Nc1cc(C(=O)O)ccc1Cl
1,-2,98,3,-1.3,0,-11,-4,-0.2,9,COc1ccc(S(=O)(=O)N2CCOCC2)cc1NC(=O)C1CCN(S(=O)(=O)c2ccc(Cl)cc2)CC1
-1,-17,100,8,2.6,18,0,-9,0.1,2,Cc1cccn2c(=O)c(C=O)c(N3CCN(c4ccc(F)cc4)CC3)nc12
-3,-4,94,15,-1.1,0,0,2,-0.5,-6,CC(=O)c1ccc(OCc2cccc(C(F)(F)F)c2)cc1O
-2,1,107,10,0.5,-14,-15,-6,0.1,-5,CC(NC(=O)CN(C)Cc1cccc(Cl)c1)c1ccccc1 (configuration not stated)
-3,-5,95,-9,19*,-6,2,-7,0.4,-1,CCOC(=O)c1c(C)[nH]c(C(=O)COC(=O)c2cc(C)oc2C)c1C
9,-5,101,-25,-1.8,46,-3,6,0.0,2,O=Cc1ccccc1OCc1ccc2c(c1)OCO2
2,17,98,6,-1.4,2,-6,6,0.1,-1,CN1CCN(S(=O)(=O)c2ccc3[nH]cc(C(=O)O)c(=O)c3c2)CC1
.,.,112,.,.,2,.,-3,-0.2,-3,CC(C)CC1OC(C)Cc2[nH][nH]c(=O)c21 (configuration not stated)
-8,0,104,2,1.2,4,0,-2,-0.1,6,CN(C(=O)c1cccc(NC(=O)Cc2ccc(NC(=O)C3CCN(C(=O)c4ccccc4)CC3)cc2)c1)C1CCCCC1
0,-3,104,-2,1.8,17,-6,-9,-0.3,-3,CCC(c1nnc(SCC(=O)Nc2ccc(C(=O)N(C)C)cc2)n1Cc1ccccc1)N(C)C (configuration not stated)
0,.,89,0,0.7,9,4,-15,0.2,0,CC(C)OC(=O)c1c(NS(=O)(=O)c2ccccc2)sc2c1CCCC2
0,4,102,5,-0.9,4,.,-11,0.3,-3,CC(=O)c1ccc(Nc2nc(C(N)COCc3ccccc3)cs2)cc1 (configuration not stated)
4,21,98,7,-0.3,3,-3,-2,-0.3,5,COc1ccc(-c2nn(Cc3ccccc3)cc2C(=O)N2CCN(c3ncccn3)CC2)cc1OC
0,6,101,-3,0.1,-2,-17,4,0.1,-1,Cc1ccc(S(=O)(=O)NC(CC(=O)n2nc(C)cc2C)c2ccccc2)cc1 (configuration not stated)
-4,-9,104,1,-1.8,1,-11,5,0.0,-5,O=C(Nc1ccccc1N1CCCCC1)C1=COCCO1

Record cards, from the list above. Screens in order: Glyco luc inh, Vif inh, ABCB6 inh MLPCN, MC4R antagonist, MC4R barr agon, Exocytosis inh, TLR9-MyD88 inh, NOD2-RIPK2 inh, aDG glyco up, ABHD5 PLIN5 PPI
`CC(=O)c1ccc(Nc2nc(C(N)COCc3ccccc3)cs2)cc1` (configuration not stated) across the screens: 0, 4, 102, 5, -0.9, 4, ., -11, 0.3, -3
`CN(C(=O)c1cccc(NC(=O)Cc2ccc(NC(=O)C3CCN(C(=O)c4ccccc4)CC3)cc2)c1)C1CCCCC1` across the screens: -8, 0, 104, 2, 1.2, 4, 0, -2, -0.1, 6
`CC(C)OC(=O)c1c(NS(=O)(=O)c2ccccc2)sc2c1CCCC2` across the screens: 0, ., 89, 0, 0.7, 9, 4, -15, 0.2, 0
`CN1CCN(S(=O)(=O)c2ccc3[nH]cc(C(=O)O)c(=O)c3c2)CC1` across the screens: 2, 17, 98, 6, -1.4, 2, -6, 6, 0.1, -1
`COc1ccc(-c2nn(Cc3ccccc3)cc2C(=O)N2CCN(c3ncccn3)CC2)cc1OC` across the screens: 4, 21, 98, 7, -0.3, 3, -3, -2, -0.3, 5

(listing goes on)
Glyco luc inh,Vif inh,ABCB6 inh MLPCN,MC4R antagonist,MC4R barr agon,Exocytosis inh,TLR9-MyD88 inh,NOD2-RIPK2 inh,aDG glyco up,ABHD5 PLIN5 PPI,SMILES
-7,2,100,9,0.8,2,-8,-6,0.1,2,O=C(O)c1cccc(N/N=C/c2cccc3ccccc23)c1
0,4,102,-5,-1.3,0,-4,-2,-0.3,-5,Cc1ccc(C(=O)NC(=S)Nc2cc(C(F)(F)F)ccc2Cl)cc1
2,-1,105,18,0.6,-9,-13,5,-0.1,-4,CC(C)N1CC(C(=O)Nc2cc(Cl)cc(Cl)c2)CC1=O (configuration not stated)
-3,-16,98,-3,3.4,56*,-8,-9,0.0,3,COc1cc(C)c(CN2CCC(Cc3ccccc3)CC2)cc1C

Only part of the results is shown; rates above refer to the full screens.
